Source: PubChem BioAssay (NCI)
All columns: NCI-60 one-dose screen, growth in % after 48 h at 10 µM unless noted; 100 = growth as untreated, 0 = no growth, -100 = all killed.
IGROV1: IGROV1 ovarian cancer. actives 4.7% (n = 79,000). AID 1794786
ACHN: ACHN renal cancer. actives 4.9% (n = 81,000)
TK-10: TK-10 renal cancer cells. actives 3.9% (n = 81,000)
SN12C: SN12C renal cancer cells; actives 3.8% (n = 81,000)
UO-31: UO-31 renal cancer | actives 5.2% (n = 81,000)
SK-OV-3: SK-OV-3 ovarian cancer cells. actives 3.2% (n = 80,000)
RXF 393: RXF 393 renal cancer cells | actives 6.9% (n = 77,000)
786-0: 786-0 renal cancer cells; actives 5.1% (n = 81,000); AID 1794775
* = called active by the depositor; nt = no result given; & = joins results of further samples; [ ] = remark or other dose. How the source made its calls: active means growth percent below 10; inactive means the rest.

1	Clc1cccc(-c2c[nH]c3ncnc(N4CCOCC4)c23)c1
2	C#CCNC(=S)N/N=C(\C)c1ccccn1
3	CC(CCO)CC(C)(C)C (centres undefined)
4	Cc1ccc(-c2c(C#N)c(N)n(-c3cccc(C(F)(F)F)c3)c(=O)c2C#N)cc1
5	COc1ccc(-c2nnc(COc3ccc(NC(=O)c4cccc(C(F)(F)F)c4)cc3F)o2)cc1
6	CC(C)(C)OC(=O)N1CCN(S(=O)(=O)/N=C2\NC(=O)NC2=C(Cl)Cl)CC1

Assay by compound	1	2	3	4	5	6
SN12C	75	13	97	101	94	92
SK-OV-3	107	31	97	106	105	nt
UO-31	69	-14*	83	80	77	92
RXF 393	93	6.7*	118	111	86	71
IGROV1	112	5.4*	99	101	97	84
ACHN	93	16	104	100	87	99
786-0	102	4.0*	98	104	99	101
TK-10	100	51	102	100	109	124

Exported with two lines to a compound: part of the list above
The line under a structure holds: SN12C, SK-OV-3, UO-31, RXF 393, IGROV1, ACHN, 786-0, TK-10
2) C#CCNC(=S)N/N=C(\C)c1ccccn1
  13, 31, -14*, 6.7*, 5.4*, 16, 4.0*, 51
3) CC(CCO)CC(C)(C)C (centres undefined)
  97, 97, 83, 118, 99, 104, 98, 102

The list continues.
7	CSc1nc(C)c(C(=O)CCN2CCOCC2)s1
8	N#C/C(C(=O)Nc1ccccc1)=c1\s/c(=C\Nc2ccc(Br)cc2)c(=O)n1-c1ccccc1
9	CC[C@@H](C(=O)[C@@H](C)[C@@H](O)[C@H](C)[C@@H]1O[C@@H]([C@@H](CC)C(=O)O)CC[C@@H]1C)C1O[C@]2(C=CC(=O)[C@]3(CC[C@@](C)([C@H]4CC[C@](O)(CC)[C@H](C)O4)O3)O2)[C@H](C)C[C@@H]1C (some centres undefined)
10	CCCN(CCC)C(=O)C(c1ccccc1)C1(O)CCCC1 (centres undefined)
11	COC(=O)[C@]12CC[C@@H](C(=O)/C=C/c3cccnc3)[C@@H]1[C@H]1CC[C@@H]3[C@@]4(C)C/C(=C/c5cccnc5)C(=O)C(C)(C)[C@@H]4CC[C@@]3(C)[C@]1(C)CC2
12	COc1ccc(-c2cc(C(=O)N=Nc3c(O)[nH]c4ccccc34)c3ccccc3n2)cc1

Assay by compound	7	8	9	10	11	12
SN12C	98	94	28	102	-78*	-39*
SK-OV-3	98	109	69	105	-23*	81
UO-31	nt	77	24	90	-100*	25
RXF 393	104	74	26	108	-94*	nt
IGROV1	112	115	48	106	-88*	-62*
ACHN	60	100	32	107	-100*	-64*
786-0	106	93	25	105	-92*	-41*
TK-10	106	99	58	93	-60*	19

13	Cc1c(C(N)=O)sc2[nH]c(=O)n(Cc3ccccc3)c(=O)c12
14	O=C1C[C@H](N2C(=O)CCC2=O)[C@H]2CO[C@@H]1O2
15	CCc1cc(O)c([N+](=O)[O-])cc1[N+](=O)[O-]
16	O=C(CS)Nc1ccc2ccccc2c1
17	CNC(=O)c1cc(Oc2ccc3nc(NC(=O)Nc4cccc(OC(F)(F)F)c4)sc3c2)ccn1
18	O=C1c2ccccc2C(=O)c2c1cccc2N1CCOCC1

Assay by compound	13	14	15	16	17	18
SN12C	93	109	100	101	23	91
SK-OV-3	100	109	105	108	-31*	98
UO-31	87	94	91	89	14	80
RXF 393	nt	111	115	83	-40*	83
IGROV1	107	103	108	107	28	71
ACHN	90	109	101	94	-2.0*	82
786-0	103	98	99	105	-51*	87
TK-10	114	92	105	128	-34*	101

19	COc1ccc(S(=O)(=O)NCCNc2nccc(-c3c(-c4cccc([N+](=O)[O-])c4)nc4sccn34)n2)cc1
20	COc1cc(C(=O)OC(C)CC(C)C)cc(OC)c1O (centres undefined)
21	Cc1cc(C2CCCCC2)n(O)c(=O)c1
22	CCN(CC)C(=O)C(c1ccccc1)C(O)(c1ccccc1)c1ccccc1 (centres undefined)
23	O=c1[nH]c(N2CCC(Cc3ccccc3)CC2)nc2sc3c(c12)CCCC3
24	CN1CCN(c2ccc3nc(-c4ccc5nc(-c6ccc(C(F)(F)F)cc6)[nH]c5c4)[nH]c3c2)CC1

Assay by compound	19	20	21	22	23	24
SN12C	70	94	49	106	103	80
SK-OV-3	102	114	50	95	101	nt
UO-31	49	95	21	87	102	105
RXF 393	78	107	64	119	104	-14*
IGROV1	67	95	30	96	106	71
ACHN	62	94	19	103	104	56
786-0	88	103	42	100	105	70
TK-10	108	100	nt	75	99	101

25	CCOC(=O)c1ccc2c(c1)NC(=O)[C@@H]1CCCN21
26	COc1ccc(N=C2NN=C(c3ccc(F)cc3)CS2)cc1OC
27	COc1cc2nncc(SC)c2cc1OC
28	COC(=O)CC[C@@H]1O[C@@H](c2ccc(F)cc2)[C@@H](I)[C@H]1O
29	N=c1c(S(=O)(=O)c2ccccc2)cc2c(=O)n3ccccc3nc2n1CC1CCCO1 (centres undefined)
30	O=C1Nc2ccccc2/C1=C/c1cn(CCCn2c3ccccc3c(=O)c3ccccc32)c2ccccc12

Assay by compound	25	26	27	28	29	30
SN12C	105	98	96	103	97	92
SK-OV-3	107	104	122	107	99	87
UO-31	97	44	94	90	56	45
RXF 393	109	78	128	112	113	104
IGROV1	104	-12*	112	112	102	46
ACHN	109	94	102	106	103	89
786-0	89	88	102	nt	103	83
TK-10	113	90	104	109	114	140

From no. 22 up to 23, copied from above:
22	CCN(CC)C(=O)C(c1ccccc1)C(O)(c1ccccc1)c1ccccc1 (centres undefined)
23	O=c1[nH]c(N2CCC(Cc3ccccc3)CC2)nc2sc3c(c12)CCCC3

Assay by compound	22	23
SN12C	106	103
SK-OV-3	95	101
UO-31	87	102
RXF 393	119	104
IGROV1	96	106
ACHN	103	104
786-0	100	105
TK-10	75	99

(next part)
31	Cn1cnc2c1c(=O)[nH]c(=O)n2C
32	NS(=O)(=O)c1ccc(N=NNc2ccc(S(N)(=O)=O)cc2)cc1
33	C=C1[C@@H](O)C[C@H]2C(C)(C)C[C@H](Cl)C[C@]2(C)[C@H]1C[C@H](O)[C@H]1CC(=O)NC1=O
34	O=C(O)CN(CCO)CC(=O)O
35	CC(=O)[C@@H]1CC[C@]2(C#N)CC[C@]3(C)[C@H](CC[C@@H]4[C@@](C)(CCC#N)[C@H](C(C)=O)CC[C@]43C)[C@@H]12
36	Cc1ccc2oc(=O)cc(Cn3c4ccc(Cl)cc4c4ccc([C@@H](C)C(=O)O)cc43)c2c1

Assay by compound	31	32	33	34	35	36
SN12C	92&98	109	-29*	111	61[100 µM]	107
SK-OV-3	103&114	113	-30*	112	74[100 µM]	94
UO-31	85	101	-26*	99	55[100 µM]	80
RXF 393	107	113	-63*	113	16[100 µM]	125
IGROV1	100	112	-15*	111	66[100 µM]	84
ACHN	105	108	-26*	108	63[100 µM]	97
786-0	102&97	108	-33*	106	48[100 µM]	97
TK-10	98&97	111	-19*	105	106[100 µM]	98

Grouped by structure: the compounds so far containing two or more sulfur atoms (three)
7	CSc1nc(C)c(C(=O)CCN2CCOCC2)s1
19	COc1ccc(S(=O)(=O)NCCNc2nccc(-c3c(-c4cccc([N+](=O)[O-])c4)nc4sccn34)n2)cc1
32	NS(=O)(=O)c1ccc(N=NNc2ccc(S(N)(=O)=O)cc2)cc1

Assay by compound	7	19	32
SN12C	98	70	109
SK-OV-3	98	102	113
UO-31	nt	49	101
RXF 393	104	78	113
IGROV1	112	67	112
ACHN	60	62	108
786-0	106	88	108
TK-10	106	108	111

Later entries:
37	N#Cc1ncnc2nc[nH]c12
38	O=C1C(c2c[nH]c3ncccc23)=C(c2c[nH]c3ncccc23)C(=O)N1O
39	Fc1ccc(/C=N\N=C(N/N=C/c2ccc(F)cc2)N/N=C/c2ccc(F)cc2)cc1
40	CN(C)N=Nc1nn(C(=O)Nc2ccc(Cc3ccccc3)cc2)c2ccc(Cl)cc12
41	CC(C)C(=O)c1ccc(Cl)s1
42	Cc1ccc(C(=O)Cn2c(=O)c3nnc(C)n3c3ccccc32)cc1

Assay by compound	37	38	39	40	41	42
SN12C	116	93	95	106	99	94
SK-OV-3	117	92	102	93	101	94
UO-31	93	75	69	86	79	75
RXF 393	101	108	nt	110	105	91
IGROV1	116	67	122	109	96	100
ACHN	105	94	89	101	104	95
786-0	93	94	93	86	102	113
TK-10	104	124	135	92	nt	122

43	O=C(Nc1ccccc1O)c1ccc(CNC(=O)c2ccccc2Nc2ccnc(C(F)(F)F)c2)cc1
44	N/N=C(/Cc1ccccc1)NNC(N)=S
45	O=c1cc(-c2ccc(OCc3ccccc3)cc2)oc2c(I)c(OCc3ccccc3)cc(OCc3ccccc3)c12
46	C=CCN(C)C
47	C#C[C@H](O)/C=C/CCCCCCC#C[C@H](O)CC[C@@H](O)C#CCCCCCC/C=C/[C@@H](O)C#C
48	N#Cc1c(-c2ccccc2Br)n2c(nc1=O)SC(=O)C2

Assay by compound	43	44	45	46	47	48
SN12C	78	104	101	95	69	97
SK-OV-3	78	106	nt	115	105	115
UO-31	54	81	80	93	-83*	101
RXF 393	88	112	139	111	104	113
IGROV1	82	95	100	104	-38*	113
ACHN	84	104	99	105	nt	108
786-0	103	111	97	106	65	101
TK-10	80	118	96	119	106	nt

Three entries already listed, sorted by length of the SMILES, largest number first:
47	C#C[C@H](O)/C=C/CCCCCCC#C[C@H](O)CC[C@@H](O)C#CCCCCCC/C=C/[C@@H](O)C#C
43	O=C(Nc1ccccc1O)c1ccc(CNC(=O)c2ccccc2Nc2ccnc(C(F)(F)F)c2)cc1
46	C=CCN(C)C

Assay by compound	47	43	46
SN12C	69	78	95
SK-OV-3	105	78	115
UO-31	-83*	54	93
RXF 393	104	88	111
IGROV1	-38*	82	104
ACHN	nt	84	105
786-0	65	103	106
TK-10	106	80	119

Next results follow.
49	CCOC(=O)Nc1on[n+](-c2ccccc2)c1-c1ccccc1
50	COc1cc(-c2c3c(cn2CCN2CCOCC2)-c2oncc2CC3)cc(OC)c1OC
51	c1ccc(NCc2ccc3c(c2)OCO3)cc1
52	Nc1nc(-c2cccnc2)nc2c1sc(=S)n2-c1ccccc1
53	Nc1[nH]c(=S)ncc1Oc1ccc(Cl)cc1Cl
54	CN(C)CCCN1c2ccccc2Sc2ccc(F)cc21

Assay by compound	49	50	51	52	53	54
SN12C	107	95	100&105	99	104	74
SK-OV-3	109	98	99&92	103	103	109
UO-31	95	68	83&79	97	102	66
RXF 393	113	111	95&104	100	145	81
IGROV1	110	101	102&118	98	102	nt
ACHN	99	96	97&109	107	102	89
786-0	119	102	97&102	99	97	83
TK-10	111	114	100&102	93	106	92

55	Cc1ccc2nc(NC(=O)CSc3nc(Nc4ccc([N+](=O)[O-])cc4)c(C#N)c(-c4ccccc4)n3)sc2c1
56	O=C(O)CCCCC(=O)SCc1ccccc1
57	CSc1nc(N)c(C(=O)NC2CCCCC2)s1
58	CC(C)Nc1ncnc2c1cnn2C
59	CCOC(=O)c1nc(Oc2ccc(NC(=O)Nc3ccc(C)c(Cl)c3)cc2)c2ccccc2n1
60	CC1=C(O)C(=O)C(c2c(C)cc(C)c(Br)c2C)=C(O)C1=O
61	CCOCCc1c(O)nc(SC)[nH]c1=O
62	COc1ccc(Nc2ncnc3c2c(C)nn3-c2ccccc2)cc1
63	Oc1ccc(C=Nc2ccccc2O)cc1

Assay by compound	55	56	57	58	59	60	61	62	63
SN12C	98	93	100	93	104	55	93	108	93
SK-OV-3	98	105	103	105	118	88	102	101	114
UO-31	79	84	85	83	88	84	84	95	72
RXF 393	93	112	124	nt	105	29	161	104	108
IGROV1	76	92	101	17	110	46	100	109	93
ACHN	91	99	103	100	98	54	108	94	85
786-0	101	94	95	101	104	57	103	91	107
TK-10	101	89	118	112	110	74	122	94	117
